PrPC surface inh = cell surface PrPC inhibition, primary TR-FRET screen; P04156; TR-FRET read-out; inhibition, % at 13.8 µM; actives 0.43% (n = 370,000); AID 720596; in the data active means inhibition above about 24%; further: 0% = median of the test wells and 100% = reference compound wells
CCHF vOTU inh = CCHFV vOTU protease inhibition; Pep-AMC fluorescence; inhibition, % at 11.5 µM; actives 0.55% (n = 370,000); in the data active means inhibition above about 30%; further: 0% = vehicle wells with enzyme and 100% = no enzyme wells
Y pestis TopoI = blocks Yersinia pestis topoisomerase I activity; Y. pestis Topo-I cleavage product accumulation, plate reader; activity, % at 10 µM; actives 0.064% (n = 360,000); AID 504884; in the data active means activity above about 50%, passing the limit was not always enough; inconclusive means no clear call, values can overlap the other calls; further: inactives centre near 2
TcdB GH inh = blocks C. difficile toxin B glycohydrolase activity | P18177 | TcdB glycohydrolase enzymatic assay, plate reader | inhibition, % at 9.99 µM | actives 0.24% (n = 350,000) | AID 652162; in the data active means inhibition above about 10%
PfHsp40 rescue = compounds rescuing yeast from Plasmodium falciparum HSP40 toxicity; S. cerevisiae expressing PfHsp40, growth rescue, ATP luminescence; growth rescue, % at 12.5 µM; actives 0.68% (n = 340,000); AID 504582; in the data active means growth rescue above about 28%, passing the limit was not always enough; inconclusive means no clear call, values can overlap the other calls;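 further: yeast W303a lacking pdr1 and pdr3 grown in galactose medium; growth measured after three days at 30 °C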
FadD28 binding = inhibitors of Mycobacterium tuberculosis FadD28 bisubstrate binding. inhibition, % at 12.5 µM. FadD28 bisubstrate probe binding, fluorescence polarization. actives 0.22% (n = 360,000). AID 588549; in the data active means inhibition above about 8.5%, passing the limit was not always enough; inconclusive means no clear call, values can overlap the other calls
BoNT-F LC inh = BoNT F light chain protease inhibition; actives 0.22% (n = 360,000); inhibition, % at 10 µM; Multiplex microsphere protease cleavage assay, flow cytometry; in the data active means inhibition above about 35%, passing the limit was not always enough; inconclusive means no clear call, values can overlap the other calls; further: plate controls were buffer without enzyme for full effect and enzyme alone for no effect
BoNT-A LC inh2 = BoNT A light chain protease inhibition; actives 0.17% (n = 360,000); AID 588499; multiplex microsphere protease substrate cleavage, flow cytometry; inhibition, % at 10 µM; further: plate controls were buffer without enzyme for full effect and enzyme alone for no effect
Anthrax LF inh2 = blocks Bacillus anthracis lethal factor protease | multiplex microsphere protease cleavage assay, LF | actives 0.12% (n = 360,000) | inhibition, % at 10 µM; further: plate controls were buffer without enzyme for full effect and enzyme alone for no effect
Target sequence (P15917 whole entry, looked up): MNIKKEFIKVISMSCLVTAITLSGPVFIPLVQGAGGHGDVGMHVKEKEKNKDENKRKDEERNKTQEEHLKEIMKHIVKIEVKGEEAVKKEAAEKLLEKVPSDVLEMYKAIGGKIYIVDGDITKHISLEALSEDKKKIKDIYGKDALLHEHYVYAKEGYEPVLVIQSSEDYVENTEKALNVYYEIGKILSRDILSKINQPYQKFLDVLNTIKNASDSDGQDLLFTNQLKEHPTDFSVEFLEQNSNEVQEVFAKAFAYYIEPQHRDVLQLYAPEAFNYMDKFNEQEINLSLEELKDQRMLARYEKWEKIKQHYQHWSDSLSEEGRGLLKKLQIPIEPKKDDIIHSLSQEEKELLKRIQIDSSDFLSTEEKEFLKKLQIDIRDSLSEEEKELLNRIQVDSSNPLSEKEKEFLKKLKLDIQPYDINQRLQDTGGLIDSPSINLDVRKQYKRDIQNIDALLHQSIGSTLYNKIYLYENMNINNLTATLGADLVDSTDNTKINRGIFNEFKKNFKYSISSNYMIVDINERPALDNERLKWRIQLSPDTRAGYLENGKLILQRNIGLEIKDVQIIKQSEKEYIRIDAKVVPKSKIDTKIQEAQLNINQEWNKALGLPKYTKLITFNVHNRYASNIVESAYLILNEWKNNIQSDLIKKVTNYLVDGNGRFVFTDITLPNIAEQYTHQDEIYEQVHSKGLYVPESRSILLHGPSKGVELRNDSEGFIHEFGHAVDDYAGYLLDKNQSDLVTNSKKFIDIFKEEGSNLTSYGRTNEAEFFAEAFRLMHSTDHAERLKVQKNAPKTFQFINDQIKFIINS
Numbers without * were called inactive; ? = inconclusive; . = no result given. Unless noted, no stated cut-off is given here; in the data, active means inhibition above about 30%; inconclusive means no clear call, values can overlap the other calls; inactive means below that.

SMILES	PrPC surface inh	CCHF vOTU inh	Y pestis TopoI	TcdB GH inh	PfHsp40 rescue	FadD28 binding	BoNT-F LC inh	BoNT-A LC inh2	Anthrax LF inh2
Cc1ccc2nc(NC3=NCN(Cc4cccnc4)CN3)nc(C)c2c1	1.2	-4.1	0.3	.	0.1	-2.2	-4.5	1.5	-39.3
COc1ccc(C(CC(=O)O)NC(=O)COc2ccccc2OC)cc1OC (stereo not drawn)	6.3	-8.9	2.6	.	-0.4	-1.0	5.8	-0.4	-1.5
CC(=O)NC(=S)Nc1ccc(S(=O)(=O)Nc2nc(C)cc(C)n2)cc1	4.9	9.4	0.8	-0.8	-0.4	-1.4	-9.7	-0.9	-3.7
CCOc1cccc(C2/C(=C(/O)c3ccc4c(c3)CC(C)O4)C(=O)C(=O)N2Cc2ccncc2)c1 (stereo not drawn)	9.0	12.1	7.4	0.5	-2.0	-1.7	0.1	-0.3	-1.9
O=C(Nc1cccc(Cl)c1)c1ccccc1	13.0	0.8	1.7	1.8	7.0	-2.8	-6.1	0.3	6.6
O=C(O)c1ccccc1/C=N/NC(=S)NCc1ccccc1	2.2	5.9	2.2	-0.9	1.9	-4.2	0.6	-0.3	-7.2
O=C(Nc1ccc(Cl)c(S(=O)(=O)N2CCCC2)c1)c1cc(=O)[nH]c2ccccc12	-3.7	-2.6	3.2	1.4	1.4	-2.6	.	.	.
CNC(=S)N1CCC(NC(=O)C(Cc2ccccc2)NC(C)=O)CC1 (stereo not drawn)	-8.1	-1.3	-12.7	3.9	0.6	-1.7	-8.3	-0.7	2.8
COc1ccc(Cl)cc1NC(=O)CN(C)C(=O)c1cc2c(s1)CCCC2	9.5	14.6	2.2	11.6*	2.2	0.8	7.4	4.1	-0.4
O=C(NCC(=O)N1CCCC1)c1ccc(Br)cc1	-2.7	-4.8	4.5	0.0	-0.7	0.5	-9.3	-2.1	-3.4
O=C(NCc1ccc(Cl)cc1)C1CCC(CNc2c(N3CCCCC3)c(=O)c2=O)CC1 (stereo not drawn)	6.0	5.2	13.1	1.0	0.0	-4.2	-10.0	-0.8	-6.3
COC(=O)C(CCSC)NS(=O)(=O)c1ccc(Cl)cc1 (stereo not drawn)	8.6	0.3	1.0	.	-1.9	-2.3	-0.6	-0.3	-0.2
O=C(Nc1cc(-c2ccccc2)[nH]n1)c1ccc(Cl)cc1	-4.0	-3.0	-4.6	0.1	1.3	-4.0	-15.4	1.6	-0.2
O=C(CNS(=O)(=O)c1ccc(F)cc1)N1CCN(c2ccc(F)cc2)CC1	0.4	-3.1	6.5	.	0.1	-2.2	-2.7	-0.1	4.2
O=C(Nc1ccccc1)C(CCCCN1C(=O)c2ccccc2C1=O)N1C(=O)c2ccccc2C1=O (stereo not drawn)	-7.9	1.7	17.9	-0.8	-1.7	-3.1	-2.0	-0.3	-1.4
CCN1C(=O)[C@H]2[C@@H](c3ccc(-c4ccc(F)cc4)cc3)N[C@@](CC(C)C)(C(=O)OC)[C@H]2C1=O	0.0	-1.2	-3.8	0.9	0.0	-2.9	-5.3	-1.0	-0.8
CCN(Cc1ccccc1)S(=O)(=O)c1ccccc1Br	-5.2	4.8	-7.6	2.2	0.4	0.4	-3.2	-0.1	-5.1
CCc1ccc(NC(=O)C2CCN(S(=O)(=O)c3ccc4c(c3)NC(=O)CO4)CC2)cc1	-11.8	13.1	-3.3	-0.7	-2.0	-1.7	0.5	-2.1	-0.7
COc1cccc(OC)c1C(=O)OCC(=O)/C(C#N)=C(\C)N	-5.0	-1.3	-2.7	-1.0	-0.9	-1.1	-5.4	-0.6	-3.3
O=C(NNC(=O)C1CCCN(S(=O)(=O)c2ccc3ccccc3c2)C1)C1CC1 (stereo not drawn)	-0.1	-2.0	-11.9	0.5	1.2	-0.2	3.4	-0.3	-0.9
Cc1c(NC(=O)c2ccccc2N(C)S(=O)(=O)c2ccccc2)c(=O)n(-c2ccccc2)n1C	-3.2	-7.2	4.0	.	0.2	-4.1	48.5*	43.7*	-25.4
COc1ccccc1NC(=O)Nc1cnccn1	13.8	5.1	1.7	-0.7	0.2	-1.6	-3.5	0.4	0.2
Cc1ccc(-n2cnc(N)c2C(=O)c2cccc([N+](=O)[O-])c2)cc1	-19.3	2.2	3.2	-0.2	-2.8	-0.2	?	0.6	0.3
CC1=C(C(=O)N(C(C)C)C(C)C)CC(CC(=O)NC2CCCCC2)C(=O)N1Cc1ccc(C(C)(C)C)cc1 (stereo not drawn)	6.3	26.5	.	1.8	.	-3.5	-4.0	-0.4	-0.8
CCOc1ccc(Br)cc1/C=N/O	-0.5	-10.7	1.7	0.8	1.5	-0.2	-2.9	-0.5	-2.7

At a glance, some entries already given.
SMILES	PrPC surface inh	CCHF vOTU inh	Y pestis TopoI	TcdB GH inh	PfHsp40 rescue	FadD28 binding	BoNT-F LC inh	BoNT-A LC inh2	Anthrax LF inh2
CC(=O)NC(=S)Nc1ccc(S(=O)(=O)Nc2nc(C)cc(C)n2)cc1	4.9	9.4	0.8	-0.8	-0.4	-1.4	-9.7	-0.9	-3.7
CCOc1cccc(C2/C(=C(/O)c3ccc4c(c3)CC(C)O4)C(=O)C(=O)N2Cc2ccncc2)c1 (stereo not drawn)	9.0	12.1	7.4	0.5	-2.0	-1.7	0.1	-0.3	-1.9
O=C(Nc1cccc(Cl)c1)c1ccccc1	13.0	0.8	1.7	1.8	7.0	-2.8	-6.1	0.3	6.6
O=C(O)c1ccccc1/C=N/NC(=S)NCc1ccccc1	2.2	5.9	2.2	-0.9	1.9	-4.2	0.6	-0.3	-7.2
O=C(Nc1ccc(Cl)c(S(=O)(=O)N2CCCC2)c1)c1cc(=O)[nH]c2ccccc12	-3.7	-2.6	3.2	1.4	1.4	-2.6	.	.	.
CNC(=S)N1CCC(NC(=O)C(Cc2ccccc2)NC(C)=O)CC1 (stereo not drawn)	-8.1	-1.3	-12.7	3.9	0.6	-1.7	-8.3	-0.7	2.8
COc1ccc(Cl)cc1NC(=O)CN(C)C(=O)c1cc2c(s1)CCCC2	9.5	14.6	2.2	11.6*	2.2	0.8	7.4	4.1	-0.4
O=C(NCC(=O)N1CCCC1)c1ccc(Br)cc1	-2.7	-4.8	4.5	0.0	-0.7	0.5	-9.3	-2.1	-3.4
O=C(NCc1ccc(Cl)cc1)C1CCC(CNc2c(N3CCCCC3)c(=O)c2=O)CC1 (stereo not drawn)	6.0	5.2	13.1	1.0	0.0	-4.2	-10.0	-0.8	-6.3
COC(=O)C(CCSC)NS(=O)(=O)c1ccc(Cl)cc1 (stereo not drawn)	8.6	0.3	1.0	.	-1.9	-2.3	-0.6	-0.3	-0.2
O=C(Nc1cc(-c2ccccc2)[nH]n1)c1ccc(Cl)cc1	-4.0	-3.0	-4.6	0.1	1.3	-4.0	-15.4	1.6	-0.2

Following part
SMILES	PrPC surface inh	CCHF vOTU inh	Y pestis TopoI	TcdB GH inh	PfHsp40 rescue	FadD28 binding	BoNT-F LC inh	BoNT-A LC inh2	Anthrax LF inh2
COc1ccccc1N(C)S(=O)(=O)c1ccc(C(=O)Nc2ccc(C)cc2C)cc1	-2.2	8.6	30.1	1.6	1.4	-0.5	11.4	2.2	1.9
O=C(CNC(=O)c1ccco1)NCC(=O)OCc1ccccc1Br	-6.8	7.2	-1.4	.	0.6	0.9	5.0	0.0	-0.4
CC(NC(=O)c1ccccc1F)c1nnc(SCc2nc3ccccc3c(=O)[nH]2)n1C (stereo not drawn)	1.3	-5.1	4.8	0.4	-0.2	-3.2	1.6	-0.8	-6.2
CCOC(=O)c1oc2ccc(S(=O)(=O)N3CCOCC3)cc2c1C	3.2	-7.6	3.9	1.5	-0.6	-0.2	-0.7	?	-1.4
O=C(O)c1cccc(S(=O)(=O)Nc2cccc(S(=O)(=O)N3CCCCCC3)c2)c1	8.3	-14.0	2.7	-2.4	1.2	-1.6	-2.4	-0.4	0.9
Cc1ccc(-c2nn3c(C)nnc3c3ccccc23)cc1S(=O)(=O)NC(C)c1ccccc1 (stereo not drawn)	6.5	7.9	11.8	.	-0.4	-3.9	-6.6	-0.2	-4.7
CCCCNC(=O)C1c2ccccc2C(=O)N(c2ccc(OC)cc2)C1c1ccc(OC)cc1 (stereo not drawn)	-4.7	-0.2	3.8	.	-0.3	0.2	-35.0	-3.0	-4.7
O=C(Nc1ncnc2c1C(c1ccccc1)c1c(ccc3ccccc13)O2)c1ccccc1 (stereo not drawn)	-1.3	0.7	20.5	0.5	2.0	-5.9	-1.6	-0.2	1.0
COC(=O)c1ccc(Nc2c([N+](=O)[O-])ccc3nonc23)cc1	4.8	-4.0	-6.1	-1.1	0.0	-1.0	1.2	-3.7	-9.7
O=C(O)CN1C(=O)/C(=C\c2cn(-c3ccccc3)nc2-c2ccccc2)SC1=S	.	.	12.2	.	1.6	-3.8	1.5	1.1	0.9
COc1ccc2c(-c3ccccc3)cc(=S)[nH]c2c1	6.8	-10.5	3.5	0.9	-0.7	-4.5	11.6	11.2	10.5
CC(=Cc1ccccc1)C=C1SC(=S)N(CCCC(=O)Nc2ccc(C(=O)O)cc2)C1=O	-1.8	8.1	20.7	-2.5	.	-5.8	-3.4	-0.2	2.0
CCn1c(O)c(C=Nc2ccc(N3CCOCC3)cc2)c(=O)n(CC)c1=S	-5.9	1.7	-5.3	.	4.8	?	1.9	2.6	10.0
CCN(CC(=O)Nc1c(F)cccc1F)C(=O)CSc1ccc(F)cc1	1.6	-2.4	-7.5	2.4	1.2	-3.4	-7.5	3.1	-3.2
Cc1ccc(N2CC(C(=O)NCc3ccccn3)CC2=O)cc1 (stereo not drawn)	1.4	9.6	1.0	.	0.0	-1.7	-2.1	-0.1	4.1
COc1ccc(CNC(=O)C2CCC(CNS(=O)(=O)c3ccccc3)CC2)cc1 (stereo not drawn)	-9.4	10.3	25.1	-0.1	1.3	1.6	-2.6	-0.4	-10.6
O=C(NNC(=S)Nc1ccc(C(=O)O)c(O)c1)c1ccncc1	-6.9	15.6	-5.9	-2.3	0.0	-1.6	-2.4	-0.5	-5.5
COc1ccc(CNC(=S)Nc2cc(C)cc(C)c2)cc1	5.3	7.2	6.5	.	-0.9	-3.4	-5.9	0.0	-1.5
COc1ccc(CCNC(=O)CC2COc3ccccc3O2)cc1OC (stereo not drawn)	0.1	6.1	1.5	.	6.6	-4.3	0.1	1.0	1.8
CN(Cc1ccccc1)C(=O)COC(=O)c1ccc[nH]c1=O	2.6	-8.2	-6.7	0.0	-1.6	-0.1	-5.2	0.1	-7.5
COc1ccc(-c2cc3cc(OC)c(OC)cc3cn2)cc1OC	9.1	-9.2	4.3	0.6	1.9	-2.8	?	?	0.8
O=C(NCc1csc(-c2cccs2)n1)Nc1ccc(F)cc1F	0.8	-6.6	10.2	-1.3	0.7	-5.4	?	-2.2	7.4

Compound profiles (already shown). Order of values: PrPC surface inh	CCHF vOTU inh	Y pestis TopoI	TcdB GH inh	PfHsp40 rescue	FadD28 binding	BoNT-F LC inh	BoNT-A LC inh2	Anthrax LF inh2
`COc1ccc2c(-c3ccccc3)cc(=S)[nH]c2c1` across the screens: 6.8	-10.5	3.5	0.9	-0.7	-4.5	11.6	11.2	10.5
`Cc1ccc(-c2nn3c(C)nnc3c3ccccc23)cc1S(=O)(=O)NC(C)c1ccccc1` (stereo not drawn) across the screens: 6.5	7.9	11.8	.	-0.4	-3.9	-6.6	-0.2	-4.7

Assay outcomes as filed in PubChem BioAssay.
